IDE inh – inhibits human insulin-degrading enzyme in HEK cells; hit rate 0.41% among 320,000; FAbetaB cleavage, fluorescence polarization; inhibition, % at 5.59 µM; AID 434962;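 active = percent inhibition above the average of all tested compounds plus 3 SD, set per screening campaign, cut at about 16% in these data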;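 also: IDE supplied by intact live HEK cells; FP after avidin binding of uncleaved biotin substrate so inhibition keeps polarization high; 0% = DMSO wells and 100% = 60 µM reference IDE inhibitor Ii1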
Target sequence (P14735 whole entry, looked up): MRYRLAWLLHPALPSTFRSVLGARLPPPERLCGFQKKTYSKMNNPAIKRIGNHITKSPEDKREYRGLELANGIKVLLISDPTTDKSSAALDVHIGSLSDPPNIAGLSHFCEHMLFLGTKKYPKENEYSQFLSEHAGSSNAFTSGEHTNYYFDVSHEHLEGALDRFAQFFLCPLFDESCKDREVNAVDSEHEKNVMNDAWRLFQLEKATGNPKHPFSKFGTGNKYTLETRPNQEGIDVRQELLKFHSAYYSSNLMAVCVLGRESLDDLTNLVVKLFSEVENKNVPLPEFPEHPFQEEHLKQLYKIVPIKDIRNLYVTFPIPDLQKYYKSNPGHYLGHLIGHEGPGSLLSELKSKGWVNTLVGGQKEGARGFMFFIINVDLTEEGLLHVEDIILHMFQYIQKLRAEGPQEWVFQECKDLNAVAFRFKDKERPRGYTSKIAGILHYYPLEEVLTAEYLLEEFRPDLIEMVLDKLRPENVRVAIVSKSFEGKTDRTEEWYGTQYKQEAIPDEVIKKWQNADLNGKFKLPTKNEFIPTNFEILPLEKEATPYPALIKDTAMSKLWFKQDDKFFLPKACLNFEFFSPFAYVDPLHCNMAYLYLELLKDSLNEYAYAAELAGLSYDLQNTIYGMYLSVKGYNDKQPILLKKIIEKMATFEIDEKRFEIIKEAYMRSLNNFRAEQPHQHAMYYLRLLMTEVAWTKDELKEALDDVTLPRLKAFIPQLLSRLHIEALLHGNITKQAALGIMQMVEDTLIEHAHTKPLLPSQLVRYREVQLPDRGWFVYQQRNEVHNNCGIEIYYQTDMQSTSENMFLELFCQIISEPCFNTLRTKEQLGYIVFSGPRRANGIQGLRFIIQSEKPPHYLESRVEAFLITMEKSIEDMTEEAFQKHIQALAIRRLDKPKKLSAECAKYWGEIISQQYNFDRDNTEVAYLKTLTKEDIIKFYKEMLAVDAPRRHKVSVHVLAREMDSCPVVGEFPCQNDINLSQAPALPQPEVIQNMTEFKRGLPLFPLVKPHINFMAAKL
IDE cell activ – boosts human insulin-degrading enzyme activity in HEK cells | AID 493087 | FAbeta-B cleavage, fluorescence polarization; 0% vehicle, 100% cell-free pure enzyme wells | activation, % at 5.96 µM | P14735 | hit rate 0.073% among 340,000;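 active = activation above the mean of all tested compounds plus 3 SD, set per screening campaign, cut at about 17% in these data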
* marks the source's active call; other numbers are inactive results. An excerpt. The share of hits here may be higher or lower than overall.

Results follow in this order: IDE inh | IDE cell activ
Nc1ccccc1-c1nnc(SCC(=O)Nc2ccccc2OC(F)F)[nH]c1=O
 : -1 | -2
O=C(OCC(=O)N1CCC(Cc2ccccc2)CC1)c1ccccc1O
 : 2 | 0
O=S(=O)(Nc1cccc(-c2ccc(N3CCOCC3)nn2)c1)c1ccc(Cl)c(Cl)c1
 : 5 | 2
OC(c1ccccc1)(c1ccccc1)c1ncc[nH]1
 : 4 | 0
CCCCC/C=C/C1=CC(=O)C[C@H](c2ccc(OC)c(OC)c2)C1
 : 2 | 5
Cc1ccc(S(=O)(=O)N(C)c2ccc(OC(=O)CN3C(=O)NC4(CCCC4)C3=O)cc2)cc1C
 : -1 | 4
CNCC[C@@H](Oc1ccccc1C)c1ccccc1
 : 2 | -1
O=C(NCc1ccccc1CN1CCCC1)c1cc2ccccc2o1
 : -3 | -1
Cc1cc(C)n(C(C)Sc2ccccc2)n1 (stereo unspecified)
 : 4 | -3
Cc1[nH]c2ccc(C(=O)OCC(=O)NC3(C#N)CCCCC3)cc2c1C
 : 2 | 3
CCn1cnc2c([N+](=O)[O-])c(NS(=O)(=O)c3ccc(C)cc3)ccc21
 : 1 | 0
CCCCc1nnc(NC(=O)c2oc3ccccc3c2C)s1
 : 3 | 7
O=c1oc(CCO)cc2ccccc12
 : 1 | -2
Cc1ccc(S(=O)(=O)Nc2cccc(C(=O)NCC(c3ccccc3)N(C)C)c2)cc1F (stereo unspecified)
 : 0 | 3
O=C(CNS(=O)(=O)c1ccc(Br)cc1Cl)OCC(=O)N1CCCC1=O
 : -1 | 1
COc1ccc(NC(=O)CN(C)C(=O)c2cccc(Oc3ccccc3)c2)cc1
 : -4 | 2
CCC1(CC)Cc2ccccc2-c2[nH]c(=S)[nH]c(=O)c21
 : 4 | 4
COc1ccc2c(c1)C(C)(CCN)C(=O)N2C (stereo unspecified)
 : 5 | 5
O=C(CNc1cccc(S(=O)(=O)N2CCCC2)c1)Nc1ccc(F)c(F)c1
 : -3 | 2
O=C(COC(=O)c1ccc[n+]([O-])c1)Nc1cc([N+](=O)[O-])ccc1Cl
 : 0 | 4

(listing goes on)
Results follow in this order: IDE inh | IDE cell activ
CCOc1ccc(NC(=O)CN(C)C(=O)Cn2c(=O)cnc3ccccc32)cc1OCC
 : 5 | 2
COc1ccc(C(=O)NCCS(=O)(=O)NC2CCCC2)cc1
 : 2 | -2
COc1ccc(CNC(=O)CN2C(=O)NC(c3ccccc3)(c3ccccc3)C2=O)cc1
 : 3 | 3
O=C(COC(=O)c1cc(=O)[nH]c2ccccc12)Nc1ccccc1F
 : 3 | 1
c1ccc(Nc2ccccc2)cc1
 : 2 | 0
C#CCOCCOCCOCCNc1nc(N2CCN(C(=O)C([C@@H](C)O)n3cc([C@@H](N)CCCCN)nn3)CC2)nc(N2CCN(C(=O)[C@H](CCCCN)n3cc([C@@H](N)CC(N)=O)nn3)CC2)n1 (stereo partly specified)
 : 0 | 3
COc1ccccc1OCC(=O)Nc1cccc(S(=O)(=O)NC2=NCCCCC2)c1
 : -2 | -2
O=C1Cc2cc(S(=O)(=O)Nc3ccc(N4CCOCC4)cc3)ccc2N1
 : -4 | 0
CC(C)(C)CNC(=O)c1cccc2c1C(=O)c1ccc(-c3cc4ccccc4o3)cc1S2(=O)=O
 : 0 | 0
Cc1ccc(NC(=O)CCCOc2ccccc2)cc1S(=O)(=O)N1CCOCC1
 : 4 | -1
CC(=O)c1ccc(OCC(=O)Nc2cccc(S(=O)(=O)N3CCCC3)c2)cc1
 : -1 | 7
CC12CCC(=O)N1C(C(=O)Nc1ccc(Cl)c(S(=O)(=O)N3CCCCC3)c1)CS2 (stereo unspecified)
 : 3 | 5
CCCN(CC(=O)Nc1ccccc1C)C(=O)c1cccc(S(=O)(=O)N2CCN(c3ccccc3)CC2)c1
 : 1 | 3
CNc1snc(C)c1C(=O)OC(C)C(=O)Nc1cccc(OC)c1 (stereo unspecified)
 : 3 | 1
O=C(OCC#CCSc1nnc(-c2cccc3ccccc23)o1)c1ccc2ccccc2c1
 : -1 | 2
CC(=O)c1cccc(N2C(=O)CC(N3CCN(S(=O)(=O)c4ccccc4F)CC3)C2=O)c1 (stereo unspecified)
 : 5 | 4
O=C(NCCOc1ccccc1)c1ccc2n[nH]nc2c1
 : -6 | 4
COc1ccc(S(=O)(=O)N2CCCCCC2)cc1NC(=O)CN(C)Cc1ccc2c(c1)OCO2
 : 4 | 1
NS(=O)(=O)c1cc2c(cc1Cl)NC(C1CC3C=CC1C3)NS2(=O)=O (stereo unspecified)
 : 3 | 10
COc1ccccc1OCC(=O)NCC(C)NC(=O)COc1ccccc1OC (stereo unspecified)
 : 0 | 3

Next part
Results follow in this order: IDE inh | IDE cell activ
COc1cccc(CN(C)C(=O)CCC(=O)c2cc(Br)ccc2OC)c1
 : 3 | 4
CC(=O)Nc1ccc(S(=O)(=O)NCC(=O)OCC(=O)c2ccc[nH]2)cc1
 : 3 | 1
CCN(CC(=O)Nc1c(F)cccc1F)C(=O)CCCOc1ccc(OC)cc1
 : 0 | 7
O=C(COC(=O)CNS(=O)(=O)c1c(F)cccc1F)NC(=O)NC1CCCCC1
 : -4 | 1
NC(=O)C1CC(=O)N(c2ccc(OCC(=O)Nc3ccc(F)cc3)cc2)C1 (stereo unspecified)
 : -2 | 5
COc1ccc(/C=N/N2C(=O)CSC2=S)cc1Br
 : 3 | -17
COc1cccc(C(=O)NNC(=O)c2ccc3ccccc3c2O)c1
 : 13 | 5
CC(=O)c1ccc(NC(=O)CSc2nnc(-c3ccncc3)o2)cc1
 : 2 | 1
COc1ccc(CCNC(=O)COC(=O)c2ccc(C)s2)cc1
 : -7 | 3
Cc1cccc(NC(=O)CCC(=O)N2CCOCC2)n1
 : -1 | 1
CC(C)(C)N(Cc1ccccc1)C(=O)COC(=O)c1ccccc1SCC(=O)N1CCCC1
 : 5 | 0
Cc1nnc(NC(=O)c2ccc(S(=O)(=O)N3CCCCC3)cc2)s1
 : -2 | 2
C[C@@H]1CN([C@@H](C)CO)C(=O)c2cc(NC(=O)Nc3ccccc3)ccc2O[C@H]1CN(C)C(=O)Nc1cccc2ccccc12
 : -4 | 0
C=C[C@@H]1c2cc(C)ccc2N(S(=O)(=O)c2ccc(C)cc2)[C@H](c2ccccc2C(F)(F)F)C1(C#N)C#N
 : 2 | 2
CCc1cc2c(COC(=O)c3cc(S(=O)(=O)N4CCOCC4)ccc3F)cc(=O)oc2cc1O
 : -8 | 4
Cc1ccc(S(=O)(=O)N2CCC(C(=O)OCC(=O)N3CCCC3=O)CC2)cc1C
 : 4 | 1
N#Cc1ccc(OCC(=O)NNC(=S)NC(=O)C2CC2)cc1
 : 12 | 0
O=C(NCc1ccccc1F)c1cccc(S(=O)(=O)N2CCCCCC2)c1
 : 0 | 4
CCOc1ccc(S(=O)(=O)N2CCCC(C(=O)NCc3ccccn3)C2)cc1Cl (stereo unspecified)
 : 0 | 3
CCCCn1c(N)c(N(CCOC)C(=O)c2cccc(-n3cnnn3)c2)c(=O)[nH]c1=O
 : -8 | 0

Next part.
Results follow in this order: IDE inh | IDE cell activ
Cc1noc(C)c1NC(=O)N(C)C[C@H]1Oc2ccc(NS(=O)(=O)c3cccs3)cc2C(=O)N([C@H](C)CO)C[C@@H]1C
 : 2 | 0
Cc1cn([C@@H](CCCCNC(=O)OC(C)(C)C)C(=O)NCCCCCCCCCCC(=O)N2CCN(C(=O)OC(C)(C)C)CC2)nn1
 : 5 | 5
Nc1ncnc2c1nc(Br)n2[C@@H]1O[C@@H]2COP(=O)(O)O[C@H]2[C@H]1O
 : 3 | 7
CCOC(=O)[C@H]1[C@H]2COc3ccc(OC)cc3[C@@H]2N2C(=O)CN(CCc3c[nH]c4ccccc34)C(=O)[C@@]12C
 : 4 | 1
C=C(CC[C@@H](O)C(C)(C)O)[C@H]1CC[C@]2(C)[C@@H]1CCC1[C@@]3(C)CC[C@H](O)C(C)(C)C3CC[C@]12C (stereo partly specified)
 : -4 | -1
Brc1ccc(C[n+]2ccccc2)cc1
 : -1 | 4
COc1ccc(CN(C)C(C)C(=O)Nc2ccc(S(=O)(=O)N3CCCCC3)cc2)cc1F (stereo unspecified)
 : -2 | 7
COc1ccccc1CN(C)c1ccc(S(=O)(=O)N2CCN(C)CC2)cn1
 : -2 | 2
Cc1ccc(-n2nc3c(c2NC(=O)c2ccc4c(c2)OCO4)CS(=O)C3)c(C)c1 (stereo unspecified)
 : 3 | 4
CN(c1ccccc1)S(=O)(=O)c1ccc(C(=O)NCc2ccc(F)cc2)cc1
 : 0 | 2
CN(C(=O)c1cccc(NC(=O)C2CCCN(C(=O)OC(C)(C)C)C2)c1)C1CCCC1 (stereo unspecified)
 : 7 | 1
COc1ccc(NC(=O)CSc2nc(=O)n(CCN3CCOCC3)c3c2CCC3)c(OC)c1
 : 5 | 0
O=C(COC(=O)C12CC3CC(CC(Cl)(C3)C1)C2)Nc1ccccc1
 : 0 | 2
CC(=O)N1CCN(S(=O)(=O)c2cccc(C(=O)N(Cc3ccccc3)c3ccc(C)cc3)c2)CC1
 : 8 | 4
CC1CCCN(C(=O)COC(=O)c2ccc(=O)n(Cc3ccccc3)n2)C1 (stereo unspecified)
 : 5 | 4
CC1CCN(C(=O)c2nc[nH]c2C(=O)N2CCc3ccccc3C2)CC1
 : -1 | 2
Cc1noc(C)c1NC(=O)N(C)C[C@H]1Oc2ccc(NC(=O)NC(C)C)cc2C(=O)N([C@H](C)CO)C[C@@H]1C
 : -3 | 0
COc1ccc(NC(=O)N(C)C[C@H]2Oc3c(NS(=O)(=O)c4ccc(OC)cc4)cccc3C(=O)N([C@H](C)CO)C[C@@H]2C)cc1
 : 1 | 2
Cc1cc(C(=O)Nc2cccc3c2O[C@@H](CN(C)S(=O)(=O)c2ccccc2)[C@H](C)CN([C@@H](C)CO)C3=O)n(C)n1
 : 7 | 2
COc1ccccc1N1CCN(C(=O)c2ccc(COc3cccc4c3OC(C)(C)C4)cc2)CC1
 : 3 | 0
COc1cc(C(=O)OCC(=O)NC2CCCCCC2)ccc1OCC(C)C
 : 1 | -2
CC(C)(C)N(Cc1ccccc1)C(=O)COC(=O)c1ccc(Br)o1
 : 1 | 3
CC(C)N(Cc1ccccc1)C(=O)COC(=O)CCC(=O)c1ccc(F)cc1
 : 2 | 3

Reformatted field by field: part of the list above.
Compound: CC(C)(C)N(Cc1ccccc1)C(=O)COC(=O)c1ccc(Br)o1
- IDE inh: 1
- IDE cell activ: 3

Compound: CCOC(=O)[C@H]1[C@H]2COc3ccc(OC)cc3[C@@H]2N2C(=O)CN(CCc3c[nH]c4ccccc34)C(=O)[C@@]12C
- IDE inh: 4
- IDE cell activ: 1

Compound: CN(c1ccccc1)S(=O)(=O)c1ccc(C(=O)NCc2ccc(F)cc2)cc1
- IDE inh: 0
- IDE cell activ: 2

Gathered by group, the compounds so far with fluorine (14)
Results follow in this order: IDE inh | IDE cell activ
Nc1ccccc1-c1nnc(SCC(=O)Nc2ccccc2OC(F)F)[nH]c1=O
 : -1 | -2
Cc1ccc(S(=O)(=O)Nc2cccc(C(=O)NCC(c3ccccc3)N(C)C)c2)cc1F (stereo unspecified)
 : 0 | 3
O=C(CNc1cccc(S(=O)(=O)N2CCCC2)c1)Nc1ccc(F)c(F)c1
 : -3 | 2
O=C(COC(=O)c1cc(=O)[nH]c2ccccc12)Nc1ccccc1F
 : 3 | 1
CC(=O)c1cccc(N2C(=O)CC(N3CCN(S(=O)(=O)c4ccccc4F)CC3)C2=O)c1 (stereo unspecified)
 : 5 | 4
CCN(CC(=O)Nc1c(F)cccc1F)C(=O)CCCOc1ccc(OC)cc1
 : 0 | 7
O=C(COC(=O)CNS(=O)(=O)c1c(F)cccc1F)NC(=O)NC1CCCCC1
 : -4 | 1
NC(=O)C1CC(=O)N(c2ccc(OCC(=O)Nc3ccc(F)cc3)cc2)C1 (stereo unspecified)
 : -2 | 5
C=C[C@@H]1c2cc(C)ccc2N(S(=O)(=O)c2ccc(C)cc2)[C@H](c2ccccc2C(F)(F)F)C1(C#N)C#N
 : 2 | 2
CCc1cc2c(COC(=O)c3cc(S(=O)(=O)N4CCOCC4)ccc3F)cc(=O)oc2cc1O
 : -8 | 4
O=C(NCc1ccccc1F)c1cccc(S(=O)(=O)N2CCCCCC2)c1
 : 0 | 4
COc1ccc(CN(C)C(C)C(=O)Nc2ccc(S(=O)(=O)N3CCCCC3)cc2)cc1F (stereo unspecified)
 : -2 | 7
CN(c1ccccc1)S(=O)(=O)c1ccc(C(=O)NCc2ccc(F)cc2)cc1
 : 0 | 2
CC(C)N(Cc1ccccc1)C(=O)COC(=O)CCC(=O)c1ccc(F)cc1
 : 2 | 3
